Compound activity as filed in PubChem BioAssay.
NTMT1 inhibitor: Primary qHTS for Inhibitors of N-terminal methyltransferase 1 (NTMT1): MTaseGlo Assay. N-terminal Xaa-Pro-Lys N-methyltransferase 1 (Homo sapiens), Q9BV86. NTMT1 MTase-Glo SAH luminescence, purified enzyme. Potency, µM (series often up to 114 µM), inactives show top-dose activity change, negative = inhibition, most hits filed as inhibitors. 2.5% of 59,000 active;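 further: potency means the concentration at half of the fitted maximal effect; plate controls were DMSO vehicle for no effect and no enzyme for full effect; nearly all actives have a fitted effect of over 65% in size; many of its hits are not listed in these tables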
Target sequence (Q9BV86 whole entry, looked up): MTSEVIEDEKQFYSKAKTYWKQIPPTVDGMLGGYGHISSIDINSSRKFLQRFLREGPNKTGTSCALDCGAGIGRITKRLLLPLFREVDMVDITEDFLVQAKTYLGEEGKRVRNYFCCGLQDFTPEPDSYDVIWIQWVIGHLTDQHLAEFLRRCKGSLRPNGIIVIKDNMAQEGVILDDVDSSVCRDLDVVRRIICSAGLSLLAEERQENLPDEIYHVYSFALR
B2AR arrestin ag: qHTS assay of beta-arrestin-biased ligands of beta2-adrenergic receptor: NCGC Sytravon Library Screen; Beta-2 adrenergic receptor (Homo sapiens), P07550; HTLA Tango cells, beta-arrestin recruitment, luciferase luminescence, 18 h; Potency, µM (doses to about 46.1 µM), for inactives: at the top dose activation, actives largely listed as activators; 44,000 tested, under 10 active; AID 1347077, 2019;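 further: potency means the concentration at half of the fitted maximal effect; 0% = DMSO and full agonism = EC100 isoproterenol or metaproterenol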
Target sequence (P07550 whole entry, looked up): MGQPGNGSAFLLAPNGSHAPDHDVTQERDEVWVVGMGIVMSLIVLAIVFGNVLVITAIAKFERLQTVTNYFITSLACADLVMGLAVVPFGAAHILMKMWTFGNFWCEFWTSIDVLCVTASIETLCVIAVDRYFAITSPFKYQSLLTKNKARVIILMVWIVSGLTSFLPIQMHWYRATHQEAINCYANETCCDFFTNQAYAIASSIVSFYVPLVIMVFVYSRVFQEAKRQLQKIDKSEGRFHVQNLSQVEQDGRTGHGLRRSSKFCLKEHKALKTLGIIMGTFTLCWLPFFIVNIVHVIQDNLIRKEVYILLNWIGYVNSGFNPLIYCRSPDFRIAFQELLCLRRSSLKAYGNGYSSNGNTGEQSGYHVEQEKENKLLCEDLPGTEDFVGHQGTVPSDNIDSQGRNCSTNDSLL
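First, Tango cells carrying beta2-AR and beta-arrestin fusions received compound up to 46 microM. After 18 hr at 37 degrees C, luciferase substrate was added for 15 minutes, then luminescence gave %Activity for curve fitting.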
FH mod: Identification of activators of human fumarate hydratase by quantitative high-throughput screening; Fumarate hydratase, mitochondrial (Homo sapiens), P07954; Potency, µM (highest dose often 79.9 µM), inactives show at the highest dose activity change, negative = inhibition, usual class: inhibitors; FH coupled MDH/diaphorase resazurin fluorescence, 15 min; 0.22% of 54,000 active; further: potency means the concentration at half of the fitted maximal effect; on the % scale 0 is the no-effect control and ±100 the full control effect; the screen sought activators but most active calls are inhibition curves; nearly all actives have a fitted effect of over 45% in size
p53null 32C tox: qHTS Screen for Compounds that Selectively Target Cancer Cells with p53 Mutations: Cytotoxicity of p53 Null Cells at the Permissive Temperature; H1299-neo p53 null cells, ATP luminescence, 24 h, 32C; Potency, µM (top dose mostly 46.1 µM), without a hit: at the top dose activity change, negative = cytotoxicity, usual class: cytotoxic; 0.62% of 55,000 active; AID 903, 2007;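 further: potency means the concentration at half of the fitted maximal effect; 0% = DMSO only and -100% = full killing by 100 µM tamoxifen; nearly all actives have a fitted effect of over 55% in size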
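We seeded p53-null H1299-neo cells, incubated them overnight at 37C, and added compounds across a range up to 46 uM. After 24 hours at 32C, ATP reagent was applied for 20 min at room temperature and luminescence recorded.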
PTAP-TSG101 blk: qHTS Validation Assay for Inhibitors of HIV-1 Budding by Blocking the Interaction of PTAP/TSG101: Sytravon Library Screen | Potency, µM (titrated, usually from 115 µM), without a hit: at the top dose activity change, negative = inhibition, actives largely listed as inhibitors | Tumor susceptibility gene 101 protein (Homo sapiens), Q99816 | 44,000 tested, under 10 active | Fluorescence polarization, FITC-PTAP peptide/Tsg101, 20 min; further: potency means the concentration at half of the fitted maximal effect; 0% is about no effect
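Fluorescence polarization: Tsg101 binding domain (10 uM final) in 10 mM HEPES pH 7.5, 0.15 M NaCl, 0.01% Tween 20, 3 mM EDTA, 0.1 mM TCEP; compounds pinned; FITC-PTAP peptide 50 nM final; 20 min, r.t.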
p53null 39C kill: qHTS Screen for Compounds that Selectively Target Cancer Cells with p53 Mutations: Cytotoxicity of p53 Null Cells at the Nonpermissive Temperature; H1299 p53-null (neo) cells, 39C, ATPlite viability, 24 h; Potency, µM (series often up to 46.1 µM), inactives show top-dose activity, negative = cell killing, most hits filed as cytotoxic; 0.97% of 55,000 active; AID 904, 2007;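 further: potency means the concentration at half of the fitted maximal effect; 0% = DMSO only and -100% = full killing by 100 µM tamoxifen; nearly all actives have a fitted effect of over 50% in size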
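Following overnight plating at 37C (600 cells/well), H1299-neo or H1299-p53A138V cells are dosed up to 46 uM. Incubation lasts 24 hr at 39C before ATP detection.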
GALK inhibitor: qHTS Assay for Inhibitors of Human Galactokinase (GALK): NCGC Sytravon Library Screen; P51570; recombinant GALK, Kinase-Glo ATP luminescence, 1 h; Potency, µM (titrated, usually from 57.5 µM), for inactives: at the top dose activity, negative = inhibition, actives largely listed as inhibitors; 44,000 tested, under 10 active; AID 1347072, 2019;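 further: plate controls were full GALK reaction for no effect and reaction lacking GALK for full effect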
Target sequence (P51570 whole entry, looked up): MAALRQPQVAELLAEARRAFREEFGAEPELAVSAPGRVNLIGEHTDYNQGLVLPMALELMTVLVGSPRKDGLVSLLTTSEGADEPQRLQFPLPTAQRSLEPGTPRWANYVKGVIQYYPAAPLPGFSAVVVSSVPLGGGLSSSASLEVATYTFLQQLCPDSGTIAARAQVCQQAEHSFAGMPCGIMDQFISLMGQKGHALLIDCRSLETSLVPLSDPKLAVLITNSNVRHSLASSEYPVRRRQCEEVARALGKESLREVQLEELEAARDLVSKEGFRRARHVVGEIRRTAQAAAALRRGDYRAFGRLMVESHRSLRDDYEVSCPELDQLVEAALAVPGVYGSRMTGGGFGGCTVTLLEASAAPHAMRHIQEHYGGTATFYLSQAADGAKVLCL
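Compounds were pinned into ATP buffer, then GALK-galactose mix was added (final 5 nM enzyme, 35 uM ATP, 100 uM galactose, pH 8.0). After 1 h at room temperature, Kinase-Glo Plus was added and luminescence read.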
Active calls of the source: *; ? = inconclusive; . = not tested or not shown; [ ] = another dose, or the depositor's remark. The call rests on the fitted dose curve; in most records, active means well fitted curve in the direction sought with a large enough effect; inconclusive means small, poorly fitted or top-dose-only effect, or another doubt; inactive means no such curve, though single readings can be large; an effect the other way counts as inactive or inconclusive. Only part of the results is shown; rates above refer to the full screens.

SMILES	NTMT1 inhibitor	B2AR arrestin ag	FH mod	p53null 32C tox	PTAP-TSG101 blk	p53null 39C kill	GALK inhibitor
CCc1ccc(NC(=O)c2ccc(NS(=O)(=O)c3c(C)noc3C)cc2)cc1	3%	1%	-7%	19%	-4%	25%	?
CC(CNC(=O)Cn1ccc2cc(S(=O)(=O)N3CCCCC3)ccc21)c1ccccc1 (stereo unspecified)	0%	0%	?	3%	0%	13%	1%
Cc1ccc(NC(=O)CCCc2nnc3n(C)c(=O)c4sccc4n23)cc1C	9%	0%	-8%	-5%	5%	6%	5%
CCCCCc1nn2cc(-c3ccccc3)nc2s1	?	-2%	-7%	10µM*	-14%	16µM*	?
COc1cc(Cl)ccc1OC(=O)c1cn(-c2ccccc2OC)c(=O)c2ccccc12	8%	0%	-6%	-2%	-5%	1%	0%
Oc1c(C(c2cccc(Cl)c2)N2CCOCC2)sc2nc(-c3ccco3)nn12 (stereo unspecified)	-13%	-3%	-31%	-2%	-8%	11%	-1%
COc1cccc(NC(=O)C2CC(=O)N(c3ccc(Br)cc3)C2)c1 (stereo unspecified)	12%	-2%	3%	2%	-1%	6%	1%
CC(C)CNC(=O)C(=O)Nc1c2c(nn1-c1ccc(Cl)cc1)CSC2	18%	-3%	9%	2%	-1%	11%	0%
CCCC(=O)Oc1c(Sc2ccc(Cl)cc2)c(C)nn1-c1ccccc1	-17%	1%	-5%	?	0%	-25%	0%
CCc1ccc(NC(=O)Cn2nc(SC)c(S(=O)(=O)c3ccc(OC)cc3)c2N)cc1	8%	-1%	-24%	-1%	1%	-17%	-1%
CCC(=O)N1CCc2cc(Br)cc(S(=O)(=O)N3CCCC(C(=O)N(C)c4ccc(Br)cc4)C3)c21 (stereo unspecified)	89µM*	-1%	-14%	27%	-13%	11%	0%
CCOC(=O)c1sc2ccccc2c1S(=O)(=O)NCc1ccccc1OC	4%	0%	-23%	8%	-2%	1%	-1%
Cn1nnc2c(NCc3ccccc3)ncnc21	1%	-1%	-3%	-4%	0%	9%	-3%
O=C(CSc1nc(-c2ccc(F)cc2)cc(C(F)(F)F)n1)NCCc1ccccc1	4%	1%	1%	0%	-5%	0%	3%
CC(=O)c1cccc(S(=O)(=O)N2CCN(c3ccccc3F)CC2)c1	20%	0%	-6%	-13%	-1%	-6%	-5%
COc1cccc(-n2c(SCc3ccc(F)cc3)nc3c([nH]c4ccccc43)c2=O)c1	10%	-1%	-8%	25%	-7%	19%	1%
Cc1cc(NC(=O)CN2C(=O)C(C)(C)c3ccccc32)ccc1Br	-6%	0%	-22%	13%	-12%	16%	2%
COC(=O)c1ccc(NC(=O)CCn2cnnn2)c(C)c1	3%	0%	-4%	8%	-4%	-11%	9%
CCC(=O)N1c2ccc(S(=O)(=O)NCCc3ccccc3)cc2CC1C (stereo unspecified)	0%	0%	-2%	9%	-9%	-15%	9%
Cc1ccc(NC(=O)c2oc3ccc(S(=O)(=O)N4CCOCC4)cc3c2C)c(C)c1	18%	0%	-9%	5%	-7%	22%	0%
CCc1ccc2nc(N3CCC(C(=O)O)CC3)sc2c1	0%	0%	-11%	7.9µM*	-7%	5µM*	0%
COc1cc(NC(=O)Cn2cnc3c2c(=O)n(C)c(=O)n3C)c(OC)cc1Cl	1%	0%	-1%	-2%	-1%	-6%	-1%
COc1ccccc1CNC(=O)COc1cc(=O)n(C)c2ccccc12	-15%	1%	-8%	-6%	-3%	-10%	-15%
Cc1ccc(C)c(N2CCN(CCCNC(=O)c3cnn(-c4ccccc4)c3C3CCN(C(=O)OC(C)(C)C)CC3)CC2)c1	-9%	-1%	?	?	-7%	?	0%
O=C(CSc1n[nH]c(-c2ccccc2Cl)n1)NCc1ccc(F)cc1	4%	1%	-10%	-1%	-1%	7%	2%
COc1ccc(-c2nnc(SCC(=O)Nc3cccc(C(F)(F)F)c3)s2)cc1	-4%	0%	-35%	-7%	0%	12%	4%
CCC(=O)Nc1nnc(S(=O)(=O)N2CCc3ccccc32)s1	17%	1%	5%	-2%	5%	0%	-2%
CCc1ccc(NC(=O)CC2C(=O)N(c3cccc(C)c3)C(=O)N2Cc2ccc(F)cc2)cc1 (stereo unspecified)	.	-1%	.	11%	-1%	6%	2%
COC(=O)c1ccccc1NC(=O)[C@H]1O[C@@H]2OC(C)(C)O[C@@H]2[C@H]2OC(C)(C)O[C@H]21	12%	-4%	9%	-1%	-3%	-7%	0%
CC1CCCCN1C(=O)CSc1nc2ccccc2nc1Cc1ccccc1 (stereo unspecified)	13%	0%	?	46%[activator]	-1%	30%[activator]	-1%
COc1ccc(N2CCN(c3ncnc4c3nc3n4CCCCC3)CC2)cc1	?	1%	-25%	-11%	-3%	-1%	1%
O=C(c1ccc2c(c1)N(Cc1ccc(Cl)cc1)C(=O)c1ccccc1S2(=O)=O)N1CCc2ccccc21	3%	-1%	-26%	-4%	1%	-9%	8%
N#C/C(=C\c1ccc(-c2ccccc2C(=O)O)o1)c1nc2ccccc2[nH]1	12%	0%	-17%	-17%	34%[activator]	-24%	-5%
O=C1COc2cc(S(=O)(=O)NCc3ccco3)c(Cl)cc2N1	?	0%	-4%	6%	-3%	-21%	0%
COc1ccc(NC(=O)CSC2=Nc3ccccc3C3=NC(CC(=O)NCc4ccccc4OC)C(=O)N23)cc1Cl (stereo unspecified)	0%	1%	?	11%	-2%	-19%	-6%
COc1ccccc1N1CCN(S(=O)(=O)CCNC(=O)C(c2ccccc2)c2ccccc2)CC1	-3%	0%	-13%	20%	-2%	-3%	1%
CCc1cccc(C)c1NC(=O)CN1C(=O)c2ccccc2Sc2ncccc21	0%	0%	-3%	8%	2%	-3%	1%
CCOC(=O)N1CCc2c(sc(NCc3cccc(F)c3)c2C(=O)Nc2ccc(OC)cc2)C1	6%	-2%	-20%	12%	-12%	17%	1%
CCCCC12CN3CC(C)(CN(C1)C3c1cc(Br)ccc1O)C2=O (stereo unspecified)	-1%	-2%	-7%	9%	-5%	-7%	-13%
CCOc1ccc(CNS(=O)(=O)c2cc3c(cc2C)NC(=O)CO3)cc1	6%	0%	-3%	-5%	-1%	13%	0%
CCCCc1nn2c(=O)cc(COC(=O)c3cccc(Cl)c3)nc2s1	9%	0%	-3%	1%	-6%	-3%	0%
COc1ccc(N2CCN(C(=O)c3ccc(Nc4nc5ccccc5n5nnnc45)cc3)CC2)cc1	1%	1%	-10%	-1%	-8%	-7%	1%
CCOC(=O)c1ccc(Oc2nc(C)nc3c2oc2ccccc23)cc1	3%	-1%	-6%	-16%	-1%	17%	0%
COc1ccccc1C1Nc2ccccc2-n2c(-c3ccccc3)c3c(=O)n(C)c(=O)n(C)c3c21 (stereo unspecified)	.	0%	.	17%	-4%	28%	2%
O=C(NCCc1nc2ccccc2n1Cc1ccccc1F)c1ccc(F)cc1	-30%	-2%	-2%	?	-5%	26%	4%
Cc1sc2ncn(CC(=O)N(C)c3cccc(C(F)(F)F)c3)c(=O)c2c1S(=O)(=O)N1CCN(c2ncccn2)CC1	1%	0%	0%	10%	-4%	7%	-1%
COc1cccc(CN2C(=O)C3(SCC(=O)N3c3ccc(F)cc3)c3ccccc32)c1 (stereo unspecified)	12%	1%	-30%	3%	4%	13%	0%
COc1ccc(Br)cc1C1Sc2ccccc2NC2=C1C(=O)c1ccccc12 (stereo unspecified)	-4%	-1%	?	27%	-3%	-14%	10%

A draw from above in order of length of the SMILES, rising:
SMILES	NTMT1 inhibitor	B2AR arrestin ag	FH mod	p53null 32C tox	PTAP-TSG101 blk	p53null 39C kill	GALK inhibitor
CCOC(=O)c1ccc(Oc2nc(C)nc3c2oc2ccccc23)cc1	3%	-1%	-6%	-16%	-1%	17%	0%
O=C(NCCc1nc2ccccc2n1Cc1ccccc1F)c1ccc(F)cc1	-30%	-2%	-2%	?	-5%	26%	4%
CCc1cccc(C)c1NC(=O)CN1C(=O)c2ccccc2Sc2ncccc21	0%	0%	-3%	8%	2%	-3%	1%
COc1cccc(CN2C(=O)C3(SCC(=O)N3c3ccc(F)cc3)c3ccccc32)c1 (stereo unspecified)	12%	1%	-30%	3%	4%	13%	0%
COc1ccccc1C1Nc2ccccc2-n2c(-c3ccccc3)c3c(=O)n(C)c(=O)n(C)c3c21 (stereo unspecified)	.	0%	.	17%	-4%	28%	2%

More structures follow:
SMILES	NTMT1 inhibitor	B2AR arrestin ag	FH mod	p53null 32C tox	PTAP-TSG101 blk	p53null 39C kill	GALK inhibitor
COc1cccc(CNC(=O)C(=O)NCC(c2ccco2)S(=O)(=O)c2ccccc2)c1 (stereo unspecified)	10%	-4%	-16%	-5%	-1%	21%	-5%
Cc1ccccc1-n1c(/C=C/c2c(C)n(C)c3ccccc23)nc2ccccc2c1=O	2%	1%	6%	6%	7%	-1%	-2%
CCOC(=O)c1noc2nc(C)n(CC(=O)Nc3ccccc3F)c(=O)c12	-4%	2%	5%	-4%	-10%	1%	-2%
CCOc1ccccc1NC(=O)CSc1c(C)cnc2c1c(=O)n(C)c(=O)n2C	-6%	-2%	-2%	-5%	-3%	4%	-1%
CC(=O)Nc1ccc(C(=O)Nc2ccc3c(c2)N(C2CCCC2)C(=O)c2ccccc2S3)cc1	22%	0%	-18%	6%	0%	5%	2%
COc1cccc(NC(=O)Cn2c(=O)n(Cc3ccco3)c(=O)c3cc(OC)c(OC)cc32)c1	-3%	-1%	0%	5%	2%	-10%	2%
COc1cccc(OC)c1C(=O)Nc1cccc(-c2cn3ccsc3n2)c1	5%	-1%	-15%	-29%	-5%	?	1%
CCn1cc(S(=O)(=O)c2cccc(C)c2)c(=O)c2cc(F)c(N3CCN(c4ccccc4)CC3)cc21	6%	0%	-5%	-4%	0%	-1%	4%
O=C(CSc1nc(=O)n(Cc2ccco2)c2c1CCC2)NCc1ccc(F)cc1	5%	-3%	-8%	8%	-5%	4%	1%
Cc1cc(S(=O)(=O)C(CNC(=O)COc2ccccc2)c2cccs2)ccc1F (stereo unspecified)	20%	0%	-1%	-9%	-3%	-1%	3%
Cc1cccc(Nc2cc(C)nc3nc(Cc4ccc(Cl)cc4)nn23)c1	?	1%	?	26%	-1%	3%	0%
